Source: PubChem BioAssay
EBI2 block = EBI2 receptor antagonists, beta-arrestin recruitment, primary screen, cell-based, luminescence, 7a,25-OHC stimulation, uHTS. 360,000 compounds, 0.81% hits. 7a,25-OHC stimulated. inhibition, % at 5 µM. G-protein coupled receptor 183 (Homo sapiens), P32249; in the data active = inhibition above about 38%;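 note: enzyme fragment complementation signal reports receptor beta-arrestin coupling in cells; 0% = agonist plus DMSO wells and 100% = wells without agonist; some results beyond the cut were filed as inactive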
Target sequence (P32249 whole entry, looked up, the tested form may be a part): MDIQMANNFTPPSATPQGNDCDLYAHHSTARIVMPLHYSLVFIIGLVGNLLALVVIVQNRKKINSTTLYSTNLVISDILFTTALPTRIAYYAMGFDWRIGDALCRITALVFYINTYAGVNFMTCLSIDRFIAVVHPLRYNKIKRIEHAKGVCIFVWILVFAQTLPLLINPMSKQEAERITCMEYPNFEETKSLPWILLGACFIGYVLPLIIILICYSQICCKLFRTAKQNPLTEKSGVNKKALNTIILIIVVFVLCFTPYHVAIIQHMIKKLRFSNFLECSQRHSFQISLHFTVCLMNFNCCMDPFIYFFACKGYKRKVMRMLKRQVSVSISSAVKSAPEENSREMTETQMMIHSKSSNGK
Mdm2-MdmX inh = inhibitors of human Mdm2-MdmX association, primary screen, cell-based, luminescence, split luciferase, SaOS-2, uHTS. SaOS-2 split-luciferase Mdm2/MdmX complementation. 330,000 compounds, 3% hits. inhibition, % at 8 µM. AID 485346, 2010;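 active = inhibition of at least 50% at 8 µM in the primary screen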
Gli-Sufu antag = Gli-Sufu pathway antagonists, primary screen, luciferase luminescence, Sufu-KO-LIGHT cells, uHTS | Sufu-KO-LIGHT fibroblasts, Gli luciferase reporter luminescence | 340,000 compounds, 0.74% hits | inhibition, % at 5 µM | AID 588413, 2011;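 active = inhibition above about 55%, limit read from the data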;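 note: 0% = DMSO-treated cells and 100% = wells with medium but no cells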
CXCR6 inh = CXCR6 receptor inhibitors, primary screen, cell-based, beta-arrestin, luminescence, CHO-K1 PathHunter, 1536-well | C-X-C chemokine receptor type 6 (Homo sapiens), O00574 | inhibition, % at 20 µM | 360,000 compounds, 0.36% hits; in the data active = inhibition above about 34%, passing the limit was not always enough;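 note: antagonist mode with CXCL16 agonist at 10 nM final; 0% = 10 nM CXCL16 with DMSO and 100% = unstimulated wells without agonist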
Target sequence (O00574 whole entry, looked up): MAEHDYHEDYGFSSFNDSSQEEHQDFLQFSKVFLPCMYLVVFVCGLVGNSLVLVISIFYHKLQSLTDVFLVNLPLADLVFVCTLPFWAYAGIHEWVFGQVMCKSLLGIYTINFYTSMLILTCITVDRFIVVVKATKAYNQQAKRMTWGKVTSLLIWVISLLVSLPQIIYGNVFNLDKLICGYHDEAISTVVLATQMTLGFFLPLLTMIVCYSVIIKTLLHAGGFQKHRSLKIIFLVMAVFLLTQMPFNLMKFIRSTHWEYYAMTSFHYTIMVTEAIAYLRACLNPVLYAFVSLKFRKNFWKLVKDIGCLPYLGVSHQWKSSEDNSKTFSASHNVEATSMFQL
CCR6 antagonist = CCR6 receptor antagonists, primary screen, cell-based, CHO-K1, luminescence, beta-arrestin, uHTS; AID 493098, 2011; 340,000 compounds, 0.49% hits; CHO-K1 CCR6 PathHunter beta-arrestin, CCL20-stimulated; inhibition, % at 20 µM;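 active = compounds whose inhibition of the agonist-driven luminescence signal at 20 µM reaches about 50%, limit read from the data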;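 note: cells stimulated with CCL20 at 14 nM final; plate controls were DMSO with CCL20 for no effect and DMSO without agonist for full effect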
Target sequence (P51684 whole entry, looked up): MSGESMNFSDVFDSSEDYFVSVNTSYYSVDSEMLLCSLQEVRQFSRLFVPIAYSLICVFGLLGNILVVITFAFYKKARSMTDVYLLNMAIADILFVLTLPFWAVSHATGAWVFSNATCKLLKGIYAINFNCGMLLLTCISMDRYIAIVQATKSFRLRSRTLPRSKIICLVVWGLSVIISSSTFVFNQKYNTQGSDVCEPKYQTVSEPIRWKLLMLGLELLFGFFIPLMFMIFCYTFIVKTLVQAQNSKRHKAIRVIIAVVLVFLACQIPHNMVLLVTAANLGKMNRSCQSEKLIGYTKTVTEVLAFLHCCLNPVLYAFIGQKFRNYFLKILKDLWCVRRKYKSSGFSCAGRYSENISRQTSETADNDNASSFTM
Jurkat NFkB inh = inhibitors of induced NF-kB luciferase reporter, primary screen, TCR NF-kB activation inhibitor project, cell-based, luminescence, uHTS. Jurkat, PMA/ionomycin-induced NF-kB luciferase reporter. inhibition, % at 4 µM. 330,000 compounds, 0.53% hits; in the data active = inhibition above about 50%
XBP1 UPR activ = activators of adaptive XBP1 UPR arm, primary screen, cell-based, CHO-XBP1 luciferase reporter, luminescence, uHTS. IRE1-XBP1 UPR activation; percent of tunicamycin response, DMSO as zero. activation, % at 20 µM. 330,000 compounds, 0.33% hits. AID 463104, 2010;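 active = versus positive control, 20 µM dose yields 30% or more activation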;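 note: 100% = tunicamycin at 10 µg/mL and 0% = DMSO only wells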
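Material: IRE1-XBP1 luciferase reporter CHO line / Quantity: one thousand reporter cells per well / Buffer or medium: F12 with 10% serum / Compound: 20 µM single concentration, DMSO 1% / Times: 6 h treatment, 37 °C / Detection: Steady-Glo luciferase glow luminescence, 10 min after reagent addition / Benchmarks: tunicamycin high, DMSO low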
UPR CHOP act = activators of apoptotic CHOP UPR arm, primary screen, cell-based, CHO-CHOP luciferase reporter, luminescence, uHTS; UPR activation; percent of tunicamycin response over DMSO baseline; activation, % at 10 µM; 330,000 compounds, 0.34% hits;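 active = at 10 µM dose, activation of 40% or more, normalized to positive control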;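 note: 100% = tunicamycin at 10 µg/mL and 0% = DMSO alone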
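measured by = luciferase luminescence | assay system = CHO-CHOP cells, stable luciferase reporter of PERK-eIF2a-CHOP signalling | amount = 500 reporter cells seeded per well | timing = 6 h compound exposure at 37 °C after overnight seeding | controls = positive tunicamycin 10 µg/mL, negative DMSO alone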
697 NFkB inh = inhibitors of PMA/ionomycin-induced NF-kB reporter, 697 cells, primary screen, B-cell NF-kB inhibitor project, cell-based, luminescence, uHTS. inhibition, % at 4 µM. 697 B-cell NF-kB luciferase reporter, 16 h. 330,000 compounds, 0.33% hits; in the data active = inhibition above about 35%
An asterisk follows results filed as active; nt = not tested or not shown.

The opening 2 records (preview)
SMILES	EBI2 block	Mdm2-MdmX inh	Gli-Sufu antag	CXCR6 inh	CCR6 antagonist	Jurkat NFkB inh	XBP1 UPR activ	UPR CHOP act	697 NFkB inh
Cc1ccc(S(=O)(=O)CC(=O)NC(C)c2ccccc2)cc1 (stereo not drawn)	-7	8	-1	5	1	-9	-2	1.8	5
COc1ccc(C(=O)Nc2ccccc2)cc1S(=O)(=O)Nc1cc(C)on1	-12	3	5	-7	4	5	-1	0.0	2

The listing, previewed entries included:
SMILES	EBI2 block	Mdm2-MdmX inh	Gli-Sufu antag	CXCR6 inh	CCR6 antagonist	Jurkat NFkB inh	XBP1 UPR activ	UPR CHOP act	697 NFkB inh
Cc1ccc(S(=O)(=O)CC(=O)NC(C)c2ccccc2)cc1 (stereo not drawn)	-7	8	-1	5	1	-9	-2	1.8	5
COc1ccc(C(=O)Nc2ccccc2)cc1S(=O)(=O)Nc1cc(C)on1	-12	3	5	-7	4	5	-1	0.0	2
COc1ccc(C(=O)Nc2ccc3c(c2)nc(CN2CCN(C(C)=O)CC2)n3C)cc1	-5	2	-1	-3	11	5	-4	0.6	-15
O=C(COC(=O)c1ccccc1O)Nc1cccc2ccccc12	0	6	-16	2	4	-10	-1	1.0	-2
O=C(Cc1ccccc1)Nc1ccc(S(=O)(=O)N2CCOCC2)cc1	-13	8	-15	-3	-1	18	6	0.5	8
COc1ccc(CCNC(=O)C23CCC(C)(C(=O)C2=O)C3(C)C)cc1OC (stereo not drawn)	-4	15	26	-4	5	2	-3	0.8	-6
COc1ccc(C(=O)OCC(=O)Nc2cccc(S(=O)(=O)NC3=NCCCCC3)c2)cc1[N+](=O)[O-]	-2	nt	-8	-9	12	nt	nt	nt	nt
Cc1ccc(S(=O)(=O)c2cc3c(=O)n4ccccc4nc3n(CCc3ccccc3)c2=N)cc1	18	47	23	10	6	-59	-2	4.7	-15
COc1ccc(/C=C/C(=O)c2c(O)ccc3c(C)cc(=O)oc23)cc1	-2	7	4	-1	15	-14	2	0.5	6
Brc1ccc(-c2nnc(Cc3ccccc3)o2)cc1	9	-83	-49	-3	13	-69	3	5.4	-86
CN(CC(=O)Nc1ccccc1Cl)C(=O)C1CCN(S(=O)(=O)c2ccc3c(c2)OCCO3)CC1	-4	26	-2	-8	3	5	-4	1.4	10
COc1cccc(-n2c(SCC(N)=O)nc3c([nH]c4ccccc43)c2=O)c1	-6	0	20	2	6	-1	2	0.0	-6
CCN(CC)S(=O)(=O)c1ccc(C(=O)NNC(=O)c2cccs2)cc1	-7	10	-7	3	8	5	-1	1.2	13
COc1ccccc1NC(=S)NCc1ccc(F)cc1	-10	-11	9	0	12	2	-2	1.3	-16
COc1ccc(NC(=O)Cn2nnc(C(=O)NCc3ccc(C)cc3)c2N)cc1OC	-2	14	0	2	-3	0	-2	-0.4	0
O=C(Cc1ccsc1)N1CCN(S(=O)(=O)c2cccc(F)c2)CC1	0	25	1	-2	6	12	3	1.7	8
O=S(=O)(Cc1ccc(Cl)cc1)Nc1ccc2c(c1)OCO2	-2	9	-1	-1	19	-7	-3	2.0	4
Oc1ccc(NC(=S)Nc2ccc(F)cc2)cc1	-6	-2	7	-5	0	-1	-2	0.0	-14
O=C(O)COc1ccccc1/C=N/Nc1ccc(S(=O)(=O)N2CCOCC2)cc1[N+](=O)[O-]	11	0	-12	4	23	-12	-3	1.0	-2
CCOC(=O)c1c(CSC(=N)N)n(-c2ccccc2)c2cc(Br)c(OC(C)=O)cc12	18	25	4	0	23	1	4	13	0

Taken from above.
Value of Cc1ccc(S(=O)(=O)c2cc3c(=O)n4ccccc4nc3n(CCc3ccccc3)c2=N)cc1 under 697 NFkB inh: -15
Value of Oc1ccc(NC(=S)Nc2ccc(F)cc2)cc1 under Gli-Sufu antag: 7
Value of COc1ccc(C(=O)OCC(=O)Nc2cccc(S(=O)(=O)NC3=NCCCCC3)c2)cc1[N+](=O)[O-] under Gli-Sufu antag: -8

More results follow:
SMILES	EBI2 block	Mdm2-MdmX inh	Gli-Sufu antag	CXCR6 inh	CCR6 antagonist	Jurkat NFkB inh	XBP1 UPR activ	UPR CHOP act	697 NFkB inh
Fc1ccccc1N1CC(c2ccccc2)C(c2cccs2)=N1 (stereo not drawn)	19	6	-3	0	22	-1	-2	0.8	-8
O=C(Cc1ccc(F)cc1)NCCc1cnc[nH]1	-7	-23	4	6	1	-3	-3	0.3	-23
CCOC(=O)c1c(NC(=O)C(=O)N/N=C(\C)c2ccc(OC)cc2)sc2c1CCCCC2	34	8	-7	8	7	14	-3	0.6	30
O=C(COc1ccc2c(-c3ccccc3)cc(=O)oc2c1)Nc1ccc(CCO)cc1	37	33	-19	1	7	26	-5	1.6	-25
Cc1cccc(C)c1NC(=O)N1CCN(c2nc3ccccc3s2)CC1	2	5	-1	-3	12	31	1	2.4	-48
Cc1cc(SCC(=O)NN=C2CCN(C(C)C)CC2)c(C)cc1Br	-3	14	-6	-3	3	8	-1	-1.4	0
COCC(=O)N1CCC(Oc2ccc(C(=O)N3CCSCC3)cc2)CC1	6	4	1	7	-5	-1	5	1.6	17
O=C(NCCc1c[nH]c2ccccc12)c1cncc(Br)c1	20	15	0	-2	0	3	-1	2.3	6
CCn1nc(C)c(CN2CCCC(C(=O)c3cccc(OC(C)C)c3)C2)c1C (stereo not drawn)	2	33	71*	0	4	40	-2	-2.0	-24
CN1CCN(c2ccc3c(c2)C2CC3CCN2C(=O)OCc2ccccc2)CC1 (stereo not drawn)	4	nt	-9	11	9	nt	nt	nt	nt
O=c1c2cnn(-c3ccccc3)c2ncn1Cc1ccccn1	4	-22	-8	-1	9	-6	1	2.7	-29
O=C(c1ccc(Br)o1)N1CCN(CCc2ccncc2)CC1	-2	23	1	-6	-5	-30	-4	-1.8	-16
CC(C)NC(=O)Cn1cc(C#N)c2cc(Br)ccc21	0	-31	5	0	0	-12	-3	-2.1	9
O/C(=C\c1nc2ccccc2nc1/C=C(\O)c1ccccc1)c1ccccc1	37	-9	-35	11	50	-89	13	4.8	-68
O=C(c1cc(COc2cccc(C(F)(F)F)c2)on1)N1CCSCC1	-4	16	5	-6	24	-6	0	1.8	-16
CC1(C)Cc2c(sc(NC(=O)C(=O)NCC3CCCO3)c2C(=O)O)CO1 (stereo not drawn)	-9	0	-11	4	-1	9	1	-1.4	-9
O=C1NC(NS(=O)(=O)c2ccc(Cl)cc2)(C(F)(F)F)C(=O)N1Cc1cccnc1 (stereo not drawn)	-2	-14	-5	-15	-4	-4	-4	-3.4	10
Cc1ccc(S(=O)(=O)/N=C(/Nc2ccccn2)c2ccc(Cl)cc2)cc1	-2	-15	11	2	23	0	2	0.6	-26
CC(=O)Nc1ccc(C(=O)OCC(=O)Nc2c(C)n(C)n(-c3ccccc3)c2=O)cc1	2	-17	-1	0	7	3	0	1.6	0
CCOC(=O)Cn1c(=O)cc(C)c2ccccc21	1	30	-6	-2	23	4	0	-0.9	14
O=C(NCC1CCCO1)c1ccccc1-c1nc(-c2ccccc2F)no1 (stereo not drawn)	9	-6	-1	-2	8	14	-2	1.7	18
COc1ccc(/C=N/NC(=O)CCn2nc(C)cc2C)cc1	1	14	4	2	4	-6	-1	0.3	-1
CC(C)N1C(=O)C(=O)N(CC(=O)N2CCc3ccccc32)C1=O	1	-15	5	1	-7	10	-1	1.4	13
CC1CCN(CCCNC(=O)c2ccc3c(=O)n(CCc4ccccc4)c(=O)[nH]c3c2)CC1	5	14	16	-8	10	2	0	1.1	-5
NC(=O)NCc1ccccc1Cl	0	3	2	-4	6	3	-1	-2.4	-34
CCN(CC(=O)Nc1ccc(OC)cc1)CC(=O)Nc1cccc(C#N)c1	-6	4	0	2	11	-4	0	4.1	10
CCC(C)NC(=O)c1cnn2c1NC(c1cccs1)CC2C(F)(F)F (stereo not drawn)	6	9	-16	5	3	-16	-12	-0.9	16
Cc1ccc(NC(=O)CSc2nnc(N)s2)cc1S(=O)(=O)N1CCOCC1	-2	24	-10	-3	-15	11	-1	-0.9	2
CCCCCCCNC(=O)C1(CC2CC(c3cccc(Br)c3)=NO2)CCN(C(=O)c2ccccc2)CC1 (stereo not drawn)	-4	14	18	22	4	-1	-1	-0.2	2
Cc1ccc(/C=N/Nc2ccc(C(=O)O)cc2)o1	-6	1	-45	-4	-6	-65	-5	0.2	-107
Oc1ccc(-n2nnnc2SCc2ccccc2Br)cc1	-1	16	-8	-12	15	12	1	-2.6	9
CC(=O)N1N=C(c2ccc(Br)cc2)OC12CCCC2	-4	10	11	2	10	-5	-1	1.4	7
CN1CCN(C(=S)Nc2ccc(S(N)(=O)=O)cc2)CC1	-4	-12	6	3	4	12	3	-0.3	4
CN1CCN(C(=S)NC(=O)c2cccc(S(=O)(=O)N(C)C)c2)CC1	-5	18	17	2	-3	-8	-3	-0.6	-51
CCCN(CCC)C(=O)CC(c1ccc(F)cc1)c1ccco1 (stereo not drawn)	2	7	-5	4	-1	15	-2	2.5	21
S=C(Nc1ccc(Cl)cc1)Nc1ccc2c(c1)OCCO2	16	-21	-38	-1	4	-40	1	7.1	-34
O=C(NCc1cccnc1)Nc1ccccc1C(F)(F)F	8	17	-13	-10	2	1	-1	2.4	22
CN1C(C(=O)NCc2ccccc2)CC2Cn3c(nc4cc5ccccc5cc43)C21 (stereo not drawn)	1	8	-1	1	2	6	-2	0.2	5
O=C(c1cc(S(=O)(=O)N2CCOCC2)ccc1Cl)N1CCN(c2ccccn2)CC1	-3	-8	-4	3	9	-15	-1	1.1	-18
N#C/C(=C\c1cccnc1)C(=O)Nc1cccc(Cl)c1	4	-5	nt	2	8	7	2	3.0	24
O=C(NC1CCCC1)c1sc(=S)n2c1[nH]c(=O)c1ccccc12	1	57*	-39	5	6	-2	0	-0.1	-13
O=C(COc1ccc(Oc2ccccc2)cc1)NC1CCS(=O)(=O)C1 (stereo not drawn)	-1	6	6	3	14	13	0	-1.5	4
CC(=O)NC(C)c1cc(Cl)c2ccccc2c1O (stereo not drawn)	-13	27	27	-22	-5	0	2	0.9	-8
CN(CC(=O)Nc1cccc(F)c1)C(=O)CCCc1cccs1	-11	9	5	2	17	2	0	3.6	6
Cc1cc(C)cc(OCC(O)CN2CCC(CN3C(=O)c4cccc5cccc(c45)C3=O)CC2)c1 (stereo not drawn)	8	69*	4	3	10	32	0	0.4	-47
COc1ccc(/C=C/C(=O)N2CCN(c3ccccn3)CC2)cc1OC	19	-17	10	-7	-1	-5	-3	0.0	9
O=C(Nc1ccc(CN2CCS(=O)(=O)CC2)cc1)c1ccc(C(F)(F)F)cc1	7	51*	5	-10	6	38	1	-0.2	-46
CC(=O)CSc1nc(N(C)C)nc(N(C)C)n1	-15	1	-13	-2	-2	-1	-2	0.4	11
O=C(COC(=O)c1cccc(S(=O)(=O)N2CCOCC2)c1)NCc1ccc2c(c1)OCO2	0	13	5	2	6	1	-3	-1.1	11
